# CDK5 inh: CDK5/p35 (human) kinase inhibition | Q00535+Q15078 | Recombinant CDK5/p35, ADP-Glo luminescence, 60 min | inhibition, % at 10 µM | 330,000 compounds, 0.01% hits | AID 488839;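 active means highest replicate inhibition of at least 50% and at least 75% of replicates reaching 50%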;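 further: plate controls were DMSO neutral control for no effect and GW8510 at 10 µM for full effect; many of its hits are not listed in these tables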
# Target sequence (Q00535 whole entry, looked up): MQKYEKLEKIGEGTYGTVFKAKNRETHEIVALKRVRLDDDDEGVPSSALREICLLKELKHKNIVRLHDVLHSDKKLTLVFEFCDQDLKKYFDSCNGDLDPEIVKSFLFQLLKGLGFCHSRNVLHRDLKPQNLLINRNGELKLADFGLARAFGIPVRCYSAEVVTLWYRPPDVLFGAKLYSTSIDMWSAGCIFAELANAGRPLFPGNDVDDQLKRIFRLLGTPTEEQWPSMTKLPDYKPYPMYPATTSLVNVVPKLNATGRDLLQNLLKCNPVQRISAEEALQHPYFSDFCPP
# Target sequence (Q15078 whole entry, looked up): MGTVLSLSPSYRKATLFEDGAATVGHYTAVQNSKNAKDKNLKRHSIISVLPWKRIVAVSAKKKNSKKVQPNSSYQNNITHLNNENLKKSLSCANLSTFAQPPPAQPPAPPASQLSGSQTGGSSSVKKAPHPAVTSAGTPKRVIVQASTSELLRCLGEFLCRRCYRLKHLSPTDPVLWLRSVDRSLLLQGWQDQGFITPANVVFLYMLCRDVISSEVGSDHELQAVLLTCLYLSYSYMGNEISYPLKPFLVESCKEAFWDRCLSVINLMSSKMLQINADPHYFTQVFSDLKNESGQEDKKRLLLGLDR
# Keap1 Nrf2 FP: Keap1-Nrf2 (human) interaction inhibition. Q14145. inhibition, % at 9.4 µM. Keap1 Kelch-Nrf2 peptide fluorescence polarization, 1536-well. 340,000 compounds, 0.15% hits; in the data active means inhibition above about 12%;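 further: human Keap1 Kelch domain with fluorescein labeled Nrf2 9mer peptide probe; 0% = neutral control wells and 100% = peptide positive control; higher means more block of Keap1 binding to Nrf2 peptide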
# Cardiac RTF inh: cardiac RTF calcium desensitization; P19429+P45379; IANBD-labeled cardiac RTF, Ca2+ fluorescence; inhibition, % at 7.15 µM; 340,000 compounds, 0.12% hits;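 active means inhibition above the mean inhibition of all tested compounds plus 3 SD, cut at about 17% in these data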;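 further: assay run at fixed EC70 calcium of 1.6 mM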
# cardiac RTF act: increases calcium sensitivity of human cardiac regulated thin filaments; 340,000 compounds, 0.24% hits; P19429+P45379; activation, % at 7.2 µM; AID 493008; IANBD-labeled TnC RTF fluorescence at EC20 calcium; 0% EC20 calcium, 100% full calcium;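 active means activation above the mean over all tested compounds plus 3 SD, cut at about 30% in these data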;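 further: rise in fluorescence read as greater calcium sensitivity of cardiac thin filaments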
# Rtt109 HAT inh: C. albicans Rtt109 histone acetyltransferase inhibition | Q5AAJ8 | purified Rtt109/Vps75, ThioGlo CoA-SH fluorescence, 4 h | inhibition, % at 34.9 µM | 330,000 compounds, 0.16% hits;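 active means inhibition of at least 50% in every replicate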
# Target sequence (Q5AAJ8 whole entry, looked up): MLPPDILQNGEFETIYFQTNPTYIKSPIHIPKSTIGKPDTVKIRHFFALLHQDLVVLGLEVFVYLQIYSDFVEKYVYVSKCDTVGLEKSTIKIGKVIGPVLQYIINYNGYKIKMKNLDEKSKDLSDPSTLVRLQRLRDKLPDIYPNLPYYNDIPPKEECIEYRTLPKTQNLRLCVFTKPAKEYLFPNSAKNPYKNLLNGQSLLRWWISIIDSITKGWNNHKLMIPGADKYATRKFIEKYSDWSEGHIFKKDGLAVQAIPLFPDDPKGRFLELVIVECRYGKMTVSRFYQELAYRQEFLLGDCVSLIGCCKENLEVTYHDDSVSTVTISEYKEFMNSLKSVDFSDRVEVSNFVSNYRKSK
# dFosB activator: mouse delta FosB homodimer activation. 340,000 compounds, 0.99% hits. P13346. purified delta FosB, TAMRA-CDK5 oligo fluorescence polarization; percent of positive-control signal above neutral wells. activation, % at 25 µM;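 active means mean activation above about 17%, with every replicate also reaching it, limit read from the data, passing the limit was not always enough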;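 further: fluorescence polarization rise as delta FosB binds a TAMRA Cdk5 AP-1 oligo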
# PvdQ inh: P. aeruginosa PvdQ acylase inhibition | purified PvdQ acylase, fluorescence plate reader | inhibition, % at 10 µM | 340,000 compounds, 0.063% hits | AID 488965; in the data active means inhibition above about 30%, passing the limit was not always enough;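 further: 0% = vehicle neutral wells and 100% = reference inhibitor wells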
# LANA DNA inh: blocks KSHV LANA C-terminal domain binding to DNA. inhibition, % at 9 µM. MBP-C-LANA/FAM-LBS DNA binding, fluorescence polarization. 340,000 compounds, 0.078% hits. AID 504423;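 active means highest replicate inhibition at or above 60% at 9 µM, even if other replicates fall short; inactive means all replicates below 60% inhibition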;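 further: 0% = neutral control wells and 100% = 4 µM acridine orange control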
# NSD2 HMT inh: inhibitors of human histone methyltransferase NSD2. O96028. NSD2 peptide methylation, AlphaScreen, 120 min. inhibition, % at 12.5 µM. 310,000 compounds, 0.54% hits; in the data active means inhibition above about 50%
# PfHsp90 set2: reduces growth (ATP signal) of yeast expressing P. falciparum Hsp90 | S. cerevisiae expressing PfHsp90, BacTiter-Glo ATP, 48 h; yeast lacking PDR1 and PDR3 efflux regulators | inhibition, % at 9.4 µM | 310,000 compounds, 0.32% hits;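 active means every replicate shows inhibition above about 80%, whatever the replicate mean, limit read from the data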;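 further: 0% = DMSO neutral controls and 100% = 20 µM radicicol positive controls; yeast relying on Plasmodium falciparum Hsp90 in place of its own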
# Mot1-301 SUMO: inhibitors of SUMOylation pathway: yeast Mot1-301 growth rescue. S. cerevisiae Mot1-301 growth rescue, ATP luminescence, 38.5C; percent above DMSO median, 100 means doubled. growth rescue, % at 18.8 µM. 320,000 compounds, 1% hits. AID 2716;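 active means every valid replicate shows activation above 250% relative to neutral control wells; inactive means the rest, any valid replicate at or below 250%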;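 further: OY570 slx delta 5 strain wells were the positive control but not used for scaling; some compounds called inactive have numbers as strong as hits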
# Active calls of the source: *; i = inactive; / = no result given.
SMILES,CDK5 inh,Keap1 Nrf2 FP,Cardiac RTF inh,cardiac RTF act,Rtt109 HAT inh,dFosB activator,PvdQ inh,LANA DNA inh,NSD2 HMT inh,PfHsp90 set2,Mot1-301 SUMO
Cc1cc(-c2nn(-c3ccccc3F)cc2CN2CCN(c3ccccn3)CC2)c(C)s1,0.0,-7,6,3,8,-5,1,-0.4,-2,/,378
CCOc1ccccc1NC(=S)NCCc1ccc(F)cc1,0.8,-3,8,-3,-2,-10,-5,2.1,0,-19,-3
COc1ccc2nc(SCC(=O)NCc3ccc4c(c3)OCO4)[nH]c2c1,-2.0,-3,6,6,-2,-6,-4,-4.1,1,-6,-9
COc1ccccc1N1CCN(CC(=O)c2ccc3ccn(C(C)=O)c3c2)CC1,-7.4,-6,0,5,-15,-1,-26,-0.7,/,3,3
COc1cc(S(=O)(=O)N2CCCC2)c(C)cc1C,-0.1,-4,7,-1,4,1,0,-1.6,-2,12,31
O=c1[nH]cnc(O)c1C(c1ccc(Br)cc1)c1c(O)nc[nH]c1=O,-0.4,-1,3,1,9,-3,-3,0.9,4,7,-6
CCc1ccc(NC(=O)c2cc3c(C)nc4ccccc4c3o2)cc1,-1.4,-4,0,4,7,-17,-11,0.8,0,-15,40
O=C(O)C1CCN1C1CCCCC1 (centres undefined),1.9,-3,3,-5,-3,3,13,-1.4,-3,2,-4
O=C(COC(=O)c1ccc(Sc2ccccc2)c([N+](=O)[O-])c1)NC1CCCc2ccccc21 (centres undefined),1.5,-5,-8,5,-12,-6,-15,-0.2,-3,-32,-9
COc1ccc(NC(=O)C2C3C=CC(O3)C2C(=O)NCc2cccnc2)cc1 (centres undefined),0.0,-1,-6,5,-3,-6,-14,2.0,23,-37,-12

# Reprinted from the part before: 2 entries; new compounds follow.
SMILES,CDK5 inh,Keap1 Nrf2 FP,Cardiac RTF inh,cardiac RTF act,Rtt109 HAT inh,dFosB activator,PvdQ inh,LANA DNA inh,NSD2 HMT inh,PfHsp90 set2,Mot1-301 SUMO
O=C(COC(=O)c1ccc(Sc2ccccc2)c([N+](=O)[O-])c1)NC1CCCc2ccccc21 (centres undefined),1.5,-5,-8,5,-12,-6,-15,-0.2,-3,-32,-9
COc1ccc(NC(=O)C2C3C=CC(O3)C2C(=O)NCc2cccnc2)cc1 (centres undefined),0.0,-1,-6,5,-3,-6,-14,2.0,23,-37,-12
Nc1ccc(S(=O)(=O)Nc2nccc(/C=C/c3cccc(Br)c3)n2)cc1,-0.9,-4,-7,-7,8,5,-15,0.1,/,-3,-3
CCc1cc2c(cc3c(=O)n(CC(=O)N4CCN(c5ccccn5)CC4)nc(CC)n32)s1,-0.5,-5,-7,4,4,-9,-7,-1.4,/,0,13
CCNc1nc(N)c(C(=C(C#N)C#N)c2ccccc2)s1,-1.0,0,4,5,-43,-18,-8,0.7,-10,8,-11
O=C(Nc1ccc(Cl)c(S(=O)(=O)N2CCOCC2)c1)c1ccc(Cl)nc1,1.8,2,-8,-4,2,2,0,-0.5,-6,-1,/
COc1cccc(N(CC(=O)NC2CCCCC2)C(=O)CCC(=O)Nc2nc(C)cs2)c1,0.3,5,0,0,-3,-14,-2,1.0,4,-2,-15
OC1(c2cccc(C(F)(F)F)c2)CCN(Cc2nc(-c3cnccn3)no2)CC1,0.1,-3,5,-5,16,-4,1,-1.5,-7,4,420
O=C(Nc1ccc(-c2nc3ccccc3s2)c(O)c1)C1=COCCO1,-7.3,-5,-5,2,1,-30,-5,1.0,-2,6,-4
CCCc1ccc(O)c(N=Cc2cc(Br)cc(OCC)c2O)c1,-0.6,-10,-11,-2,12,-7,5,3.2,2,9,i
CN1C(=O)[C@H]2[C@@H](/C=C/c3ccccc3)N3C(=O)CN(CCO)C(=O)[C@@]3(Cc3ccccc3)[C@H]2C1=O,-0.6,-1,-3,-13,-6,-1,5,3.6,/,9,461
COc1cc2c(cc1OC)C(C)N(C(=O)c1ccc(C)o1)CC2 (centres undefined),0.3,-2,-9,0,-11,-3,-16,-0.6,2,-6,-16
CCCCCNC(=O)[C@@H]1CSC2c3ccccc3C(=O)N21 (some centres undefined),1.1,-3,3,-7,4,-5,5,1.5,-2,-4,-21
O=C(N/N=C/c1ccccc1[N+](=O)[O-])c1ccc(CN2CCOCC2)cc1,-3.8,-2,-2,5,16,-7,-9,2.4,0,18,19
COC(=O)c1nn(-c2ccc3c(c2)CCN3C(C)=O)cc1O,23,-2,-7,-1,-2,0,-17,-1.1,2,-25,-33
CCN(CCO)c1ncnc2c1sc1nc(CC(C)C)c3c(c12)CC(C)(C)OC3,0.1,0,-1,0,-1,-14,8,0.1,-1,-2,-12
COc1ccc(OC)c(C(=O)COC(=O)c2ccc(C)o2)c1,-0.1,-1,4,3,-9,-13,-7,-0.2,-3,1,141
CCOC(=O)c1c(-c2ccc(C)cc2)csc1NC(=O)c1cccc(N2C(=O)CCC2=O)c1,0.7,2,-10,2,-13,1,-12,0.4,-3,14,4
O=C(Cc1ccc(O)cc1)NC1CCCCCC1,1.2,1,-5,-7,-7,4,-6,1.4,-6,-20,8
COCCCNc1nc2nonc2nc1N1CCC(C(C)N2CCOCC2)CC1 (centres undefined),-0.9,1,-3,-1,-6,4,-11,-0.3,-3,9,-15
COc1cc(NC(=O)C(=O)NCCN2CCNCC2)c(OC)cc1Cl,-2.4,1,0,-1,0,-3,-18,0.0,-3,-51,-9
CCNc1nc(NC(C)CC)nc(ON=C(C)C)n1 (centres undefined),-0.2,4,-10,3,-6,2,4,-1.1,-2,-3,6
C=CCOC(=O)C1=C(C)NC(SCC(=O)Nc2ccccc2)=C(C#N)C1c1ccco1 (centres undefined),/,-6,-5,-2,-3,2,8,-1.4,1,12,-2
Cc1nc2ccc(Cl)cn2c1C(=O)NN,0.7,-6,-10,-2,-2,-4,1,0.1,3,-20,-12
O=C(Cc1ccc([N+](=O)[O-])cc1)Oc1ccccc1,0.9,-4,-2,-6,12,5,0,0.4,1,4,/
CCn1cc(CN2CCC(n3nccc3NC(=O)Cc3ccccc3)CC2)cn1,-0.3,-1,0,-7,-8,-3,0,3.0,-2,3,14
CC(C)(C)c1ccc(C(=O)Cn2nc(C(=O)O)c3ccccc3c2=O)cc1,-8.0,-3,-18,-1,1,29*,-2,-1.1,-1,-20,4
COc1ccc(S(=O)(=O)N2CCCCC2)cc1NC(=O)c1ccccc1,1.1,1,-3,-9,2,-3,-11,2.7,-4,11,58
NC(=O)C(=O)N/N=C/c1cccc(C(F)(F)F)c1,1.1,0,2,-1,-2,2,-2,-0.5,/,1,-3
C=CCc1c(C)nc2c(-c3ccccc3)cnn2c1N1CCOCC1,-0.2,3,-4,3,-2,-9,-10,1.2,-4,6,-3
COc1ccc(N=C2SC(C(=O)O)CC(=O)N2Cc2ccc(OC)c(OC)c2)cc1 (centres undefined),-0.4,-4,-4,1,-2,2,8,-0.3,1,0,529*
CCOC(=O)C1(CCc2ccccc2)CCN(Cc2ccc(C(=O)OC)cc2)CC1,-0.1,-3,1,-3,3,-5,-5,0.6,1,-13,-10
O=C(CCC(=O)OCc1ccc(Br)cc1)Nc1ccccc1,1.1,-5,-5,-1,0,-9,-18,0.0,-1,-1,21
COC(=O)c1c(NC(=O)C2SC(=NC3CCCCC3)C(C(N)=O)=C2N)sc2c1CCCC2 (centres undefined),2.4,-5,-4,-14,-1,-13,-12,-1.3,0,-14,-12
Cc1ccc(C2C3=C(CC(C)(C)CC3=O)Nc3n[nH]c(C)c32)cc1 (centres undefined),1.0,1,2,-1,-5,5,0,-1.2,0,1,-3
Cn1nnnc1NCc1ccc(Cl)cc1,-0.6,4,6,1,12,1,10,3.0,5,14,/
Cc1nonc1NC(=O)CSc1nnc(-c2ccoc2C)n1C,-0.4,-3,11,4,-1,0,0,0.7,-1,-2,0
O=C(Nc1ccc2c(c1)OCO2)c1ccc(N2C(=O)c3ccccc3C2=O)cc1,-0.7,-4,0,0,/,-2,-1,-0.1,1,-27,-1
O=C(NCc1ccncc1)C(=O)NCC1OCCCN1S(=O)(=O)c1ccccc1 (centres undefined),0.2,1,4,5,-14,3,-5,-1.3,-2,4,1
O=C(CN(Cc1ccc(F)cc1)C(=O)CNS(=O)(=O)c1ccc(Cl)cc1)NCC1CCCO1 (centres undefined),2.6,-1,-7,-2,4,-6,-3,0.0,1,-7,-5
S=C(Nc1ccc(Cl)cc1Cl)N1CCN(c2ccccn2)CC1,-0.2,-2,-5,-4,4,-3,-12,0.0,3,1,52
CCOc1ccc(N(CC(=O)Nc2ccccc2C)S(=O)(=O)c2c(C)noc2C)cc1,-3.2,-8,-7,6,2,-14,-13,-0.9,/,-2,38
O=C(COC(=O)c1ccc(S(=O)(=O)N2CCOCC2)cc1)Nc1nc(-c2ccccc2)cs1,1.4,-1,-14,0,-8,-3,-18,1.6,-2,-40,-14
CCOC(=O)N1CCN(S(=O)(=O)c2c(C(=O)N3CCCCC3)c(C)n(C)c2C)CC1,1.8,-9,-8,5,31,-4,8,-0.1,-4,-4,244
C=CCSc1n[nH]c2nc3c(c(=O)n12)C1(CCCC1)Cc1ccccc1-3,-1.2,-1,9,-3,-7,3,-4,-0.7,-2,4,-21
COc1ccc(CC(=O)NNC(=O)CCc2ccccc2)cc1OC,1.9,3,-11,4,0,2,-16,3.0,/,23,/
CCCNC(=O)C1(CC2CC(c3ccccc3)=NO2)CCN(C(=O)C2CCCC2)CC1 (centres undefined),-0.6,-5,3,5,-3,-14,-13,1.7,/,6,1
CCOC(=O)c1cnc2ccc(C)cc2c1Sc1ccccc1C(=O)OC,0.2,2,-2,-5,-12,-13,-6,0.0,-1,-13,-3
CC(=O)Nc1ccc(S(=O)(=O)NCCSCc2ccco2)cc1,1.7,-13,9,0,-7,-1,16,1.4,0,1,-8
CCNS(=O)(=O)c1ccc2c3c(cccc13)C(=O)N2,1.0,-3,-6,-3,-8,-4,-16,-0.4,-1,-1,7
O=C(COC(=O)CSc1ccc(F)cc1)NCc1ccco1,0.2,-6,-9,2,18,-3,7,0.4,-3,7,12
N/C(=N\OS(=O)(=O)c1cc(Cl)ccc1Cl)c1ccncc1,-0.2,5,-5,3,-7,-2,-4,-0.1,-1,25,-15
# (next part)
SMILES,CDK5 inh,Keap1 Nrf2 FP,Cardiac RTF inh,cardiac RTF act,Rtt109 HAT inh,dFosB activator,PvdQ inh,LANA DNA inh,NSD2 HMT inh,PfHsp90 set2,Mot1-301 SUMO
O=C1CC(NCc2cccs2)C(=O)N1c1ccc(Cl)cc1 (centres undefined),0.2,3,-6,-4,10,-2,-4,0.1,0,-4,25
Cc1ccc(N(CC(=O)N/N=C/c2cccc(Br)c2)S(C)(=O)=O)cc1,-0.5,1,-4,5,-2,-3,0,1.2,-2,-2,-11
O=C(CCN1C(=O)c2ccccc2C1=O)Nc1ccncc1,-1.1,-5,7,6,-3,-2,-8,0.5,0,9,-8
O=C(Nc1cc(S(=O)(=O)N2CCCC2)ccc1Cl)c1cc(F)c(F)c(F)c1F,-1.1,-1,-2,0,-5,-2,-18,1.2,-1,/,-12
